# mIDH1 inhibitor = qHTS for Inhibitors of mutant isocitrate dehydrogenase 1 (IDH1): qHTS | Isocitrate dehydrogenase [NADP] cytoplasmic (Homo sapiens), O75874 | IDH1-R132H enzyme, NADPH consumption, diaphorase/resazurin fluorescence | Potency, µM (top dose mostly 76.6 µM), inactives show at the highest dose activity change, negative = inhibition, hits mostly inhibitors | 390,000 tested, 0.093% active | AID 602179, 2012; also: potency is read from the fitted curve at half-maximal effect; % is scaled to controls: 0 for no effect and ±100 for the full control effect; nearly all actives have a fitted effect of over 65% in size
# Target sequence (O75874 whole entry R132H, stated change not applied): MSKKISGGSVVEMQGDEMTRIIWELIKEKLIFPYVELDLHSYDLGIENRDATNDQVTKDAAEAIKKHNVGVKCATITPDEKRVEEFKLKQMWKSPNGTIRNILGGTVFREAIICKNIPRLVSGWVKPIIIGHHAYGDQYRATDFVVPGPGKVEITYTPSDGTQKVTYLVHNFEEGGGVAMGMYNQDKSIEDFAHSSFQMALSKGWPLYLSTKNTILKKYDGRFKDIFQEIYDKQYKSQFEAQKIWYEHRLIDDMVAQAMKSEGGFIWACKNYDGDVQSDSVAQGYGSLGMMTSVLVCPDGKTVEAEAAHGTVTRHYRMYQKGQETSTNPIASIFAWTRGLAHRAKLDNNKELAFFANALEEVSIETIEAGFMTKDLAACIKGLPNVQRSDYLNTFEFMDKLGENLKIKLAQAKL
#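 IDH1-R132H (0.5 ug/mL dispensed) in pH 7.5 Tris buffer was preincubated 30 min with compound, then given a substrate mix of 0.016 mM NADPH and 2 mM alpha-KG for 80 min at room temperature; remaining NADPH was read by diaphorase/resazurin fluorescence.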
# TrxR1 substrate = qHTS Assay for Substrates of Mammalian Selenoprotein Thioredoxin Reductase 1 (TrxR1): qHTS. Thioredoxin reductase 1, cytoplasmic (Rattus norvegicus), O89049. purified TrxR1 substrate turnover, NADPH consumption readout. Potency, µM (titrated, usually from 114 µM), for the others: at the top dose activity change, negative = substrate turnover. 390,000 tested, 0.01% active. AID 588456, 2011; also: potency is read from the fitted curve at half-maximal effect; % is scaled to controls: 0 for no effect and ±100 for the full control effect; nearly all actives have a fitted effect of over 50% in size
# Target sequence (O89049 whole entry, looked up): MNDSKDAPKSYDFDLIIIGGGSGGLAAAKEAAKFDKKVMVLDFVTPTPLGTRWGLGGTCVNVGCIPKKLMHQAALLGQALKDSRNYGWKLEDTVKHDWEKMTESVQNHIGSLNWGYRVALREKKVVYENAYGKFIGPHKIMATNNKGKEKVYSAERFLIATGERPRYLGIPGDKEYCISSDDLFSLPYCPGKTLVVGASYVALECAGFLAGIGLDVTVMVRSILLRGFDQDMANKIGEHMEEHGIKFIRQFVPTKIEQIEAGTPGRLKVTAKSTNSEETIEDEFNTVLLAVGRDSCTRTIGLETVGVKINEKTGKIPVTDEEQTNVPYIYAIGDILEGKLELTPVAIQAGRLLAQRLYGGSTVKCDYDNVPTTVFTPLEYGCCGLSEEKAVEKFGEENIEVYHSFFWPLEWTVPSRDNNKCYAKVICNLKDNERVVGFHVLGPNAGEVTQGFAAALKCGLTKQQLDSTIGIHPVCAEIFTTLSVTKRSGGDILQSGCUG
#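 Rat TrxR1, dispensed at 90 nM, was prereduced with 400 uM NADPH (final) for 5 min at ~22 deg C, then incubated with compound 15 min before 400 uM selenite. A first-read NADPH fluorescence drop versus no-compound background flagged substrates.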
# rTrxR1 inhibitor = qHTS Assay for Inhibitors of Mammalian Selenoprotein Thioredoxin Reductase 1 (TrxR1): qHTS; Potency, µM (series often up to 114 µM), for the others: at the highest dose activity change, negative = inhibition, most hits filed as inhibitors; recombinant rTrxR1, NADPH fluorescence consumption, selenite substrate; AID 588453, 2011; 390,000 tested, 1% active; Thioredoxin reductase 1, cytoplasmic (Rattus norvegicus), O89049; also: potency is read from the fitted curve at half-maximal effect; % is scaled to controls: 0 for no effect and ±100 for the full control effect; nearly all actives have a fitted effect of over 65% in size
#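 Rat TrxR1 (90 nM in the dispensed reagent) was pre-reduced with 400 uM NADPH for 5 min at room temperature, then incubated with compound for 15 min. After 400 uM selenite was added, NADPH fluorescence (Ex 340/Em 450 nm) was followed for 8 min.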
# TRHR enhancer = qHTS for Small Molecule Agonists and Allosteric Enhancers of Human TRH Receptor: Primary Screen for Enhancers; TRHR cells, fluo-8 calcium fluorescence, EC20 TRH enhancement; enhancement, % at 2 µM; 360,000 tested, 0.66% active; AID 493056, 2011; in the data active = enhancement above about 30%; also: 0% is about no effect
#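 Enhancer read-out: after compound pinning and an initial kinetic agonist-mode read, an EC20 of TRH (10 nM final) was injected and fluo-8 calcium signal (Ex 480/Em 530) followed at 1 s/cycle for 100 cycles in TRHR-expressing cells.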
# Pin1 inh = qHTS Assay to Find Inhibitors of Pin1; Peptidyl-prolyl cis-trans isomerase NIMA-interacting 1 (Homo sapiens), Q13526; Pin1 FP peptide displacement, HiFluor488, 10 min; Potency, µM (top dose mostly 115 µM), without a hit: at the highest dose activity, negative = inhibition, most hits filed as inhibitors; 390,000 tested, 0.009% active; AID 504891, 2011; active = well fitted inhibition curve with a large enough effect in the polarisation, with a control signal flat, not every such curve was filed as active; inconclusive = small, poorly fitted or top-dose-only effect, or effect the other way, or a change in a side signal; inactive = no such curve, though single readings can be large or run the other way; the % refers to the polarisation; also: potency is read from the fitted curve at half-maximal effect; % is scaled to controls: 0 for no effect and ±100 for the full control effect
# Target sequence (Q13526 whole entry, looked up): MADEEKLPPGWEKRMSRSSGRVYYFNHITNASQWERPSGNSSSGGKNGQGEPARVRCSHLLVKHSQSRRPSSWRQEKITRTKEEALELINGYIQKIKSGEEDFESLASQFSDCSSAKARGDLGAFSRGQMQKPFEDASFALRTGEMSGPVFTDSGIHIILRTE
# D2 agonist = HTS Assay for Allosteric Agonists of the Human D2 Dopamine Receptor: Primary Screen for Agonists; activation, % at 2 µM; 340,000 tested, 0.53% active; AID 485358, 2010; HEK293 T-REx D2 cells, calcium flux agonist mode;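 active = activation over 3 SD above normal in the single-dose calcium agonist read, cut at about 30% in these data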; also: 0% is about no effect
#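 Calcium-flux readout, 1 cycle/sec over 180 s following compound pin transfer, in inducible HEK293 Trex D2 cells (force-coupled); dopamine controls included. Positive calcium responses during this window marked compounds as potential agonists.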
# USP1 inh = Inhibitors of USP1/UAF1: Primary Screen. Ubiquitin carboxyl-terminal hydrolase 1 (Homo sapiens), O94782. recombinant USP1/UAF1, Ub-Rhodamine cleavage fluorescence. Potency, µM (highest dose often 57.1 µM), inactives show at the top dose activity change, negative = inhibition, usual class: inhibitors. 390,000 tested, 0.23% active. AID 743255, 2014; also: potency is read from the fitted curve at half-maximal effect; % is scaled to controls: 0 for no effect and ±100 for the full control effect; nearly all actives have a fitted effect of over 60% in size; inactives centre near -12
#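 High-throughput fluorogenic screen: 1nM USP1/UAF1 complex, Ub-Rho substrate 150nM final, 50mM HEPES pH 7.8 with 0.5mM EDTA, 0.1 mg/ml BSA, 1mM TCEP and 0.01% Tween-20.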
# TRHR ag = qHTS for Small Molecule Agonists and Allosteric Enhancers of Human TRH Receptor: Primary Screen for Agonists; TRHR cells, calcium flux fluo-8, FDSS agonist mode; activation, % at 2 µM; 360,000 tested, 0.18% active; AID 493084, 2011; in the data active = activation above about 30%; also: 0% is about no effect
#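 Read-out: compound-evoked intracellular calcium rise in TRHR cells, fluo-8 dye, kinetic FDSS fluorescence at 1 s/cycle following a 10-cycle baseline. Cells cultured overnight before dye loading (30 min–1.5 h, RT).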
# D2 antag = HTS Assay for Allosteric Antagonists of the Human D2 Dopamine Receptor: Primary Screen for Antagonists; D(2) dopamine receptor (Homo sapiens), P14416; HEK293 TREx D2 cells, calcium flux, dopamine EC80; inhibition, % at 10 µM; 340,000 tested, 2% active; in the data active = inhibition above about 30%; also: 0% is about no effect
#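 Calcium mobilization kinetics were recorded at 1 s intervals in tetracycline-induced HEK293 T-REx D2 cells, first for 180 s after compound addition and then 180 s after EC80 dopamine.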
# An asterisk follows results filed as active; ? = inconclusive; · = not tested or not shown; [ ] = dose if it differs, or a comment. Unless noted, calls follow the shape of the dose curve; as a rule, active = well fitted inhibition curve with a large enough effect; inconclusive = small, poorly fitted or top-dose-only effect; inactive = no such curve, though single readings can be large or run the other way. Some of the compounds tested. The share of hits here may be higher or lower than overall.
SMILES,mIDH1 inhibitor,TrxR1 substrate,rTrxR1 inhibitor,TRHR enhancer,Pin1 inh,D2 agonist,USP1 inh,TRHR ag,D2 antag
COc1ccc(CCNC(=O)CCCn2c(=O)c3ccccc3n(CC(=O)Nc3c(C)cc(C)cc3C)c2=O)cc1OC,4%,2%,12%,-2,-1%,0.1,-29%,-1.5,·
CCn1c(SCC(=O)Nc2nccs2)nnc1-c1ccc(S(=O)(=O)N2CCCCCC2)cc1,-2%,12%[57.1 µM],1%[57.1 µM],-6,9%,-0.4,-9%,-0.3,19
O=S1(=O)CCN(Cc2ccc(F)cc2)CC1,0%,0%,15%,3,0%,4.2,-8%,0.6,7
CC(C)NC(=O)c1ccc(-c2ccccc2C(F)(F)F)o1,8%,7%,9%,14,-5%,·,-25%,-0.5,·
O=C(Cc1ccc(F)cc1)N/N=C/c1ccccn1,-3%,3%,9%,-1,-10%,-0.7,-17%,0.2,-17
Cn1nccc1CNC(=O)c1ccnn1C,3%,0%,3%,-1,0%,0.3,-19%,0.3,-5
COc1ccccc1OCC(=O)N(Cc1nc(-c2ccccc2)no1)C(C)C,7%,9%,16%,-5,6%,-0.1,-23%,0.2,-3
COc1cc(C(N)=O)cc(Br)c1OC,3%,3%,3%,13,4%,0.3,6%,-1.8,13
COc1ccc(CCNC(=O)COC(=O)c2ccc[nH]c2=O)cc1,8%,-2%,0%,0,0%,-0.1,-15%,0.5,-14
NC(=O)CC(NC(=O)Cc1ccc(Cl)cc1)c1ccc(N2CCN(c3ccccn3)CC2)c([N+](=O)[O-])c1 (stereo unspecified),7%,5%,16%[57.1 µM],-1,-2%,-0.6,-22%,-0.5,20
CC(C)(C)C1COc2ccccc2N1C(=O)c1cccc(Cl)c1 (stereo unspecified),3%,-8%,11%[57.1 µM],-1,?,-0.8,-6%,1.3,3
Cc1ccc2nc(-c3cccc(S(=O)(=O)N(C)C)c3)cn2c1,19%,-19%[57.1 µM],17%[57.1 µM],5,5%,-0.8,-23%,-0.1,-1
Cc1ccc(CN(C)C(=O)COc2ccc(S(=O)(=O)N3CCCC3)cc2[N+](=O)[O-])c(C)c1,-8%,-10%,13%,-8,-3%,0.2,-17%,-0.2,-5
COc1ccc(C2c3ccc4ccccc4c3Oc3ncn4nc(Cc5ccccc5)nc4c32)cc1OC (stereo unspecified),2%,-8%,-11%,-2,-2%,0.2,-20%,0.6,3
CC(OC(=O)c1ccc(NS(=O)(=O)c2ccc3[nH]c(=O)[nH]c3c2)cc1)C(N)=O (stereo unspecified),-8%,1%,9%,13,-2%,-0.5,-28%,-0.3,22
CCOc1ccccc1NS(=O)(=O)c1ccc(Br)s1,13%,3%[57.1 µM],16%[57.1 µM],-3,-1%,1.2,-6%,0.0,24
Cc1ccc(C(=O)N[C@H](C(=O)OCc2cc(=O)oc3cc(C)ccc23)C(C)C)cc1,4%,-2%[57.1 µM],-4%[57.1 µM],-15,-3%,-1.0,-9%,-0.4,-10
Cn1cc([N+](=O)[O-])c(C(=O)Nc2ccc(Br)cn2)n1,2%,6%[57.1 µM],12%,13,-4%,0.9,7%,-0.4,1
COc1ccc(Cl)cc1NC(=O)C(OC)c1ccccc1 (stereo unspecified),6%,7%,18%,8,0%,-0.4,-20%,-0.3,30*
O=c1c2sc3ccccc3c2n(Cc2cccc(F)c2)c(=O)n1Cc1ccccc1,6%,9%,18%,15,7%,0.2,-8%,1.3,·
O=C(NC1CCCN(c2ccc(C(F)(F)F)cn2)C1)c1ccnc(Cl)c1 (stereo unspecified),4%,-7%,-6%,-7,3%,0.0,-13%,0.3,1
CCOCC(=O)Nc1nc2ccccc2s1,2%,11%[57.1 µM],-25%[57.1 µM],10,-5%,0.6,-21%,-0.2,-20
CC(CCc1ccccc1)NC(=O)CSc1n[nH]c(-c2ccccc2Cl)n1 (stereo unspecified),21%,-6%[57.1 µM],1%[57.1 µM],1,29%,0.3,-5%,-0.8,·
O=C(CSc1nc2c(oc3ccccc32)c(=O)n1Cc1ccco1)Nc1ccccc1,14%,9%,29%,2,0%,-0.1,-18%,0.3,·
Cc1cccc(-c2nc(CS(=O)CC(=O)NCCc3ccc(Cl)cc3)c(C)o2)c1 (stereo unspecified),14%,-11%,?,7,1%,-1.0,-7%,-1.0,4
NS(=O)(=O)c1ccc(N2C(=O)C3CC=CCC3C2=O)cc1 (stereo unspecified),11%,3%,10%,-2,-6%,2.5,-23%,0.8,-4
COc1ccccc1NC(=O)CN1C(=O)C2(SCC(=O)N2c2ccc(F)c(F)c2)c2ccccc21 (stereo unspecified),13%,-8%,23%,-14,1%,0.0,-26%,-0.3,·
CCOC(=O)c1c(P(=O)(N2CCOCC2)N2CCOCC2)noc1N,4%,3%[57.1 µM],-17%,-4,-12%,-1.0,-3%,0.6,17
Cc1cccnc1NC(=O)CCNC(=O)c1ccc(Cl)cc1,-11%,-8%,-9%,4,0%,-1.5,-20%,0.2,0
COc1ccc(C(=O)NCCSCc2ccc(Cl)cc2)cc1OC,0%,-3%,22%,-1,3%,-0.5,0%,-0.6,-11
Cc1nc(N2CCN(c3ccccn3)CC2)c2c(C)c(C(=O)Nc3ccc(Br)cc3C)sc2n1,0%,42%[activator],45%[activator],-1,7%,-1.2,-18%,-0.2,-14
COc1ccccc1CNC(=O)c1c[nH]c2ccc(S(=O)(=O)Nc3cc(C)cc(C)c3)cc2c1=O,-13%,-4%[57.1 µM],20%[57.1 µM],6,16%,·,?,1.1,·
CCCCNc1ccccc1C(=O)OCC(=O)Nc1ccc(S(N)(=O)=O)cc1,7%,83%[activator],22%,4,7%,-0.9,-22%,0.2,11
O=C(NCc1ccccc1)Nc1cccn(Cc2ccc(Cl)cc2)c1=O,-3%,-5%,10%,4,5%,0.4,1%,-0.3,-25
O=C(c1cccc(F)c1)N1CCN(c2ccc([N+](=O)[O-])c(N3CCOCC3)c2)CC1,1%,-13%,-13%,5,1%,-0.6,-16%,0.0,7
CCc1ccc(NC(=O)CN2C(=O)C(=O)c3ccccc32)cc1,-6%,-1%,26%,4,-2%,-0.3,-24%,0.7,·
Cc1ccccc1NC(=O)c1ccc([N+](=O)[O-])o1,-8%,2%[57.1 µM],-10%[57.1 µM],6,-2%,-1.5,-7%,0.3,-12
Cc1cc(C)nc(SCC(=O)OCC(=O)Nc2ccccc2)n1,11%,13%,28%,-1,4%,-3.2,?,1.5,-4
CCOc1[nH]n(-c2ccccc2)c(=O)c1C=Nc1ccc(OC)cc1,-1%,-7%,20%,-1,18%,-0.3,-21%,-0.1,13
C[C@]12CC[C@H](O)CC1=CCC1C2CC[C@@]2(C)C1CC[C@@H]2NC(=O)[C@@H](N)Cc1ccccc1 (stereo partly specified),1%,-7%[57.1 µM],13%[57.1 µM],·,-4%,·,?,·,·
CC(C)C(=O)NNC(=O)CSc1nc(C2CCCCC2)nc2ccccc12,-5%,5%,16%,4,-2%,-0.3,-11%,-0.4,-9
CCCCNc1ncnc2c1nnn2C,-3%,-1%[57.1 µM],5%[57.1 µM],5,-1%,-1.5,-18%,-0.7,·
O=C(CSc1ccccc1)NCc1ccc2c(c1)CCN2C(=O)c1ccccc1,0%,-2%[57.1 µM],13%[57.1 µM],-2,-1%,0.2,-15%,-0.7,·

# Compounds above that have two or more sulfur atoms, in the order listed:
SMILES,mIDH1 inhibitor,TrxR1 substrate,rTrxR1 inhibitor,TRHR enhancer,Pin1 inh,D2 agonist,USP1 inh,TRHR ag,D2 antag
CCn1c(SCC(=O)Nc2nccs2)nnc1-c1ccc(S(=O)(=O)N2CCCCCC2)cc1,-2%,12%[57.1 µM],1%[57.1 µM],-6,9%,-0.4,-9%,-0.3,19
CCOc1ccccc1NS(=O)(=O)c1ccc(Br)s1,13%,3%[57.1 µM],16%[57.1 µM],-3,-1%,1.2,-6%,0.0,24

# Full records from above. Order of values: mIDH1 inhibitor	TrxR1 substrate	rTrxR1 inhibitor	TRHR enhancer	Pin1 inh	D2 agonist	USP1 inh	TRHR ag	D2 antag
# Record of `COc1ccccc1CNC(=O)c1c[nH]c2ccc(S(=O)(=O)Nc3cc(C)cc(C)c3)cc2c1=O` = -13%	-4%[57.1 µM]	20%[57.1 µM]	6	16%	·	?	1.1	·
# Record of `O=C(c1cccc(F)c1)N1CCN(c2ccc([N+](=O)[O-])c(N3CCOCC3)c2)CC1` = 1%	-13%	-13%	5	1%	-0.6	-16%	0.0	7
# Record of `O=C(NC1CCCN(c2ccc(C(F)(F)F)cn2)C1)c1ccnc(Cl)c1` (stereo unspecified) = 4%	-7%	-6%	-7	3%	0.0	-13%	0.3	1

# High-throughput results as filed in PubChem.
